# High-throughput results (PubChem)
# L3MBTL1 inh = inhibitors of human L3MBTL1. Potency, µM (titrated, usually from 57.1 µM), for the others: at the top dose activity, negative = inhibition, most hits filed as inhibitors. 230,000 compounds, 0.66% hits. Q9Y468. AlphaScreen L3MBTL1–H3K9me1 peptide binding. AID 485360; active = well fitted inhibition curve with a large enough effect; inconclusive = small, poorly fitted or top-dose-only effect; inactive = no such curve, though single readings can be large or run the other way; note: nearly all actives have a fitted effect of over 60% in size
# Target sequence (Q9Y468 whole entry, looked up): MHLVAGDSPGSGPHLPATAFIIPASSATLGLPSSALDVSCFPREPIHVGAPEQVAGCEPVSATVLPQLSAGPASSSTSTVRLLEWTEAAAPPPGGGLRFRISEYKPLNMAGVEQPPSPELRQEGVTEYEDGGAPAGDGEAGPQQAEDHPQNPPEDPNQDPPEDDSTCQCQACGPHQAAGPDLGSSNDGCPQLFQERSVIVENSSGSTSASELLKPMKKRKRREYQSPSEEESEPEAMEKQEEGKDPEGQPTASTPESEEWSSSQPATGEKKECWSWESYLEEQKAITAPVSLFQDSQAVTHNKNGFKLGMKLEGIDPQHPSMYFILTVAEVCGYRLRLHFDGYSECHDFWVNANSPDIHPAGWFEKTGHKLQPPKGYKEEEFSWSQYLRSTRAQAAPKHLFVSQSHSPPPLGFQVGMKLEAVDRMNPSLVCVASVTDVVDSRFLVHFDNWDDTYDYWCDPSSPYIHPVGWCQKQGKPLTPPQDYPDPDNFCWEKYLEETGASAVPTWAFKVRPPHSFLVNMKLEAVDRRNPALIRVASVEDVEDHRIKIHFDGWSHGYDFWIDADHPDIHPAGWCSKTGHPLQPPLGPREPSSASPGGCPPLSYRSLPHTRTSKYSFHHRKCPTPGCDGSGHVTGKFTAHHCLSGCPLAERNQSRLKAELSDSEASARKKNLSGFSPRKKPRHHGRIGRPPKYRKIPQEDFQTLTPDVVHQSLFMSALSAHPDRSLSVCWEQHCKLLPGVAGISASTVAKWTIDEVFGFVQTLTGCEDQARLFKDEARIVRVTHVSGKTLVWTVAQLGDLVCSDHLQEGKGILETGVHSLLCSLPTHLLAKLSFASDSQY
#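 AlphaScreen assay: L3MBTL1 (50 nM final) was preincubated 30 min at room temperature with biotinylated H3(1-15)K9me1 peptide (75 nM final), then 30 min with library compounds; streptavidin donor and nickel chelate acceptor beads (10 ug/mL final) added, 30 min dark.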
# The depositor's hits bear a star; u = inconclusive; [ ] = remark or other dose. % is set by controls: 0 for no effect and ±100 for the full control effect; potency is the fitted concentration of half-maximal effect. Some of the compounds tested; the hit share may differ from the screen's.
smiles	L3MBTL1 inh
COc1ccc(NC(=O)C(=O)N/N=C\c2ccc(CNC(=O)C(=O)Nc3ccc(C)c(C)c3)o2)c(OC)c1	1%
CCCOc1ccc(NC(=O)CC2C(=O)Nc3ccccc3N2CC(=O)N2CCCC2)cc1 (centres undefined)	1%
O=C1ON=C(c2ccccc2)/C1=C/c1ccccc1	1%
CCc1ccc(CCC(=O)Nc2ccc(Cl)cc2)o1	2%
CC(=O)Nc1ccc(NC(=O)C(C)OC(=O)c2cccc(S(=O)(=O)N3CCCCCC3)c2)cc1 (centres undefined)	0%
O=C(NC1CC1)c1cccc(S(=O)(=O)N2CCOCC2)c1	-1%
CC1CCCC(C)N1C(=O)COC(=O)C1CCN(S(=O)(=O)c2c(Cl)cccc2Cl)CC1 (centres undefined)	3%
CC1CCCCC1NC(=O)c1ccc(S(=O)(=O)N2CCN(C)CC2)cc1 (centres undefined)	4%
COc1ccc(/C=N/Nc2cc(C)nc3ccc(OC)cc23)c(OC)c1	2%
Cc1c(C(=O)N2CCN(c3ccccc3)CC2)oc2c(Cl)cccc12	-6%
COc1ccc(NC(=O)CN(C)CC(=O)N(CC(C)C)c2c(N)n(CC(C)C)c(=O)[nH]c2=O)cc1	10%
COC(=O)c1cccc(NC(=O)c2ccc[n+]([O-])c2)c1	-1%[2.29 µM]
COc1cccc(CN(C)C(=O)CN2C(=O)NC3(CCCc4ccccc43)C2=O)c1 (centres undefined)	-2%
CCOC(=O)C1(Cc2cccc(Cl)c2)CCCN(C(=O)CCSC)C1 (centres undefined)	3%
COc1cccc(CC(=O)OCC(=O)Nc2c(C)nn(-c3ccccc3)c2C)c1	3%
CCOc1ccc(-c2cccc(NS(=O)(=O)c3ccc([N+](=O)[O-])cc3)c2)nn1	7%
CC(=O)Nc1ccc(S(=O)(=O)NCCC(=O)NCc2ccncc2)cc1	7%
CN(C)C(=O)CCc1ccc2c3c([nH]c2c1)[C@]1(CCC2CCCC2)[C@@H](C(=O)N2CCOCC2)C[C@H](CC(=O)NCCc2ccccn2)C(=O)N1CC3	2%
CCCCn1nc(C(=O)Nc2ccc3c(c2)OCCO3)c2ccccc2c1=O	-10%
COc1ccc(N(S(=O)(=O)c2ccccc2)S(=O)(=O)c2ccccc2)c(N)c1	-8%
O=C(NC1CCN(S(=O)(=O)c2cccc(F)c2)CC1)c1cccc(F)c1	-1%
CCCCn1c(N)c(N(CC(C)C)C(=O)c2ccc(Br)o2)c(=O)[nH]c1=O	10%
Cc1nn(CC(=O)N(C)C)c(C)c1S(=O)(=O)N1CCOCC1	9%
CCOc1ccc(/C(CCC(=O)O)=N/NC(=O)c2cccc(S(=O)(=O)Nc3ccccc3OC)c2)cc1	-8%
COC(=O)[C@H](CCSC)NC(=O)Cn1cnc2c(OCc3ccccc3)ncnc21	3%
Cc1noc(C)c1CSCC(=O)N(C)CC(=O)Nc1ccc(Cl)c(C(F)(F)F)c1	9%
CCOC(=O)[C@H]1[C@H]2COc3cc(OC)ccc3[C@@H]2N2C(=O)CN(Cc3ccc(OC)cc3)C(=O)[C@@]12C	-10%
CCOc1ccc(OCCOC(=O)CN2C(=O)NC3(CCCC3)C2=O)cc1	5%
Oc1ccc(Cl)cc1CNCc1cccc2ccccc12	2%
Cc1ccc(CNC(=O)Cn2cnc(C(=O)Nc3ccc(C)c(C)c3)n2)o1	7%
COc1ccc(C(=O)OCC(=O)c2ccc(F)cc2)cc1OC	-3%
CCC(CC)CN1CCN=C1Nc1ccccc1	2%
Cc1ccc(NC(=O)CCC(=O)N2CCOCC2)nc1	3%
CC1CCCC(NC(=O)COC(=O)c2ccc([N+](=O)[O-])o2)C1C (centres undefined)	-26%
COc1ccccc1COC(=O)C(NC(=O)c1ccc(C)cc1)C(C)C (centres undefined)	9%
Cc1cccc(C)c1NC(=O)CN1CCN(CC(=O)c2cc(C)n(C3CC3)c2C)CC1	0%

# Molecules shown so far that have a nitro group on carbon, in the order listed:
smiles	L3MBTL1 inh
CCOc1ccc(-c2cccc(NS(=O)(=O)c3ccc([N+](=O)[O-])cc3)c2)nn1	7%
CC1CCCC(NC(=O)COC(=O)c2ccc([N+](=O)[O-])o2)C1C (centres undefined)	-26%

# (further entries)
smiles	L3MBTL1 inh
Cc1ccc(C(=O)NCC(=O)NNC(=O)CN(C)S(=O)(=O)c2ccc(Cl)cc2)s1	6%
CC(C)(C)[C@@H]1COC(=O)[C@H](Cc2ccc(F)cc2)C/C=C\C[C@H](CC(=O)N(CCO)Cc2ccccc2)C(=O)N1	4%
CC(=O)Nc1ccc(NC(=O)CSc2ncc(C(=O)Nc3ccccc3)c(=O)n2C)cc1	2%
CC1(C)CC2CC(C)(CN2C(=O)COC(=O)c2cncc(Br)c2)C1 (centres undefined)	3%
O=C(CSc1ccc(F)cc1)NCC1(N2CCOCC2)CCCCC1	2%
Cc1ccc(S(=O)(=O)N2CCN(C(=O)c3ccc(S(=O)(=O)N4CCCC4)cc3)CC2)cc1	-1%
CC(=O)c1csc(-c2cccc(-c3nc4ccc(Cl)cn4c3NC3CCCCC3)c2)c1	1%
O=S(=O)(c1ccc2c(c1)OCCO2)N1CCN(S(=O)(=O)c2c(F)cc(F)cc2F)CC1	6%
Cc1ccc(S(=O)(=O)NCCNS(=O)(=O)c2ccccc2Br)cc1	10%
CNc1snc(C)c1C(=O)OCC(=O)NCc1ccccc1OC	5%
Cc1ccccc1C(N)c1ccncc1 (centres undefined)	0%
CCN(CC(=O)NCC1CCCO1)S(=O)(=O)c1ccc2ccccc2c1 (centres undefined)	0%
CCN(CC)C(=O)[C@H]1C[C@H](CC(=O)NC/C=C(\C)CCC=C(C)C)C(=O)N2CCc3c([nH]c4cc(CCC(=O)N(C)C)ccc34)[C@]12C	u
CC(C)Cn1c(N)c(C(=O)COC(=O)c2ccc(O)cc2O)c(=O)n(C)c1=O	-9%
COCCN(Cc1cn(C)nc1-c1ccc(Oc2ccccc2)cc1)C(C)C	-1%
COc1ccc(NS(=O)(=O)c2ccc(C(=O)N3CCCCCC3)cc2)cc1	12%
COc1cccc(NC(=O)CN(C)C(=O)/C=C/c2ccc3ccccc3n2)c1	-2%
CCC(C(=O)OCC(=O)N1CCN(S(=O)(=O)c2ccc(C)cc2C)CC1)c1ccccc1 (centres undefined)	2%
O=C(COC(=O)c1cc([N+](=O)[O-])ccc1N1CCOCC1)c1ccc(OC(F)F)cc1OC(F)F	-10%
O=C(Nc1cc(-c2ccccc2)nn1-c1ccccc1)c1ccccc1F	8%
COc1cc(OC)cc(-c2c(-c3cccs3)c3cc(-c4ccn[nH]4)ccc3n2C)c1	u
CC1(C)NC(=O)N(CCC(=O)Nc2cc(C(F)(F)F)ccc2Cl)C1=O	-4%
O=c1[nH]c(=O)c2cn[nH]c2[nH]1	-1%
N#CC1(NC(=O)CSc2nnc(COc3ccccc3F)n2N)CCCCC1	2%

# The final three entries of the part above open the next one.
smiles	L3MBTL1 inh
CC1(C)NC(=O)N(CCC(=O)Nc2cc(C(F)(F)F)ccc2Cl)C1=O	-4%
O=c1[nH]c(=O)c2cn[nH]c2[nH]1	-1%
N#CC1(NC(=O)CSc2nnc(COc3ccccc3F)n2N)CCCCC1	2%
COc1ccccc1C(=O)OCc1c(-c2ccccc2)ncc2ccccc12	24%
COc1cccc(NC(=O)CN(C)C(=O)CC2CCCCC2)c1	1%
O=C(O)c1cccc(Nc2nc(-c3cc4ccccc4oc3=O)cs2)c1	16%
COc1cc(-c2noc(C)c2C#CC2(N)CCCCC2)cc(OC)c1OC	0%
C#CCOCCOCCOCCNc1nc(N2CCN(C(=O)[C@H](CC(N)=O)n3cc([C@@H](N)CC(N)=O)nn3)CC2)nc(N2CCN(C(=O)[C@H](CC(N)=O)n3cc([C@@H](N)CC(N)=O)nn3)CC2)n1	-50%
C=CS(=O)(=O)N(Cc1ccc(Cl)c(Cl)c1)C[C@@H](O)CO	1%
CC(Sc1nccn1C)C(=O)Nc1ccc(C(N)=O)cc1 (centres undefined)	1%
CCCn1c(C)cc(/C=C(\C#N)C(=O)OCC(=O)Nc2cccc(S(N)(=O)=O)c2)c1C	-29%
Cc1cnc(C(=O)OC(C)C(=O)Nc2cccc3ccccc23)cn1 (centres undefined)	-25%
COc1ccc(N2C(=O)N3[C@H](c4ccc(Cl)cc4)[C@@H]4C(=O)N(C5CCCCC5)C(=O)[C@@H]4[C@]3(Cc3ccc(Cl)cc3)C2=O)cc1	-4%
COC(=O)[C@@H]1CC[C@@](C)(c2ccc(OC)cc2)C1(C)C	33%[activator]
Cc1cc(C(=O)OCC(=O)N(C)c2ccccc2)c2ccccc2n1	5%
O=C(CCCN=C1NS(=O)(=O)c2ccccc21)Nc1ccc(Cl)cc1	5%
Cc1ccccc1S(=O)(=O)N1[C@@H](c2ccc(Br)cc2)C(C(=O)O)=CC[C@H]1c1ccc(Cl)cc1	-5%
COc1ccc(S(=O)(=O)N2CCCCC2)cc1NC(=O)COC(=O)c1ccco1	-4%
CCOc1ccc(C(C)=O)cc1COC(=O)c1ccccc1C(=O)N(C)Cc1ccccc1	-3%
Cc1cc(C)nc(Nc2ccc(F)cc2)n1	0%
COc1ccc(N(CCC(=O)Nc2ccccc2F)S(=O)(=O)c2ccc(C)cc2C)cc1	-16%
O=C(NCCCN1CCCC1=O)c1ccc([N+](=O)[O-])s1	32%[activator]
CN(C(=O)c1cccc(NC(=O)Cc2ccc([N+](=O)[O-])cc2)c1)C1CCCC1	-6%
Cc1ccc(S(=O)(=O)N2C[C@@H]3[C@H]4CC[C@H](C4)[C@@H]3[C@@H](C)[C@@H]2c2cn(Cc3ccccc3)c3ncccc23)cc1	-1%
COc1cc(C(=O)OCCCc2cc3ccccc3c(=O)o2)cc(OC)c1OC	-6%
Cc1cc(-c2ccccc2)nc(N/N=C/c2ccc(O)cc2O)n1	-9%
CCOc1ccccc1/C=N/n1nnnc1N	-2%
Cc1nc(SCC(=O)NCC2CCCO2)nc(C)c1C (centres undefined)	0%
COc1ccc(N2CCN(C(=O)COC(=O)CSc3ccccc3)CC2)cc1	-4%
CCOc1cc(N2CCOCC2)c(OCC)cc1NC(=O)c1cc(S(=O)(=O)N2CCOCC2)ccc1Cl	-12%
CC(=O)N1CCN(C(=O)CN2C(=O)NC(C)(c3ccc4ccccc4c3)C2=O)CC1 (centres undefined)	-4%
Cc1ccc(CC(=O)NCC2CCCCC2)cc1	0%
CC(=O)c1cn(CCOc2ccc(F)cc2)c2ccccc12	2%[2.29 µM]
O=C(c1cc2ccccc2cc1O)N1CCN(c2cccc(Cl)c2)CC1	-5%
COc1ccc(S(=O)(=O)N2CCOCC2)cc1NC(=O)CSc1nnc(NC2CC2)s1	-2%
Cc1ccc(-c2nc(-c3ccncc3)no2)c(C)c1	12%
O=C(COC(=O)C1CC(=O)N(Cc2ccco2)C1)Nc1ccccc1[N+](=O)[O-] (centres undefined)	-9%
COc1cc(NC(=O)c2[nH]cnc2C(N)=O)cc(C(=O)Nc2cccc(C(F)(F)F)c2)c1	-1%
COc1ccccc1C(=O)NC(=O)COC(=O)CCOc1ccc(C)cc1	5%

# At a glance, some entries already given.
smiles	L3MBTL1 inh
COc1ccc(N2CCN(C(=O)COC(=O)CSc3ccccc3)CC2)cc1	-4%
CCOc1cc(N2CCOCC2)c(OCC)cc1NC(=O)c1cc(S(=O)(=O)N2CCOCC2)ccc1Cl	-12%

# More results follow.
smiles	L3MBTL1 inh
CCc1ccccc1NC(=O)CN(C1CCCCC1)S(C)(=O)=O	3%[2.29 µM]
COc1ccc(C(=O)NCCSCc2cccc(Cl)c2)cc1OC	5%
C=C(c1ccccc1Cl)[n+]1ccccc1	-7%
O=C(CNC(=O)c1ccc(Cl)c([N+](=O)[O-])c1)OC1CCCCC1=O (centres undefined)	10%
Cn1cc(S(=O)(=O)N2CCOCC2)cc1C(=O)O	5%
Cc1ccc(C)c(S(=O)(=O)N2CCN(C(=O)c3ccccc3Cc3ccccc3)CC2)c1	-5%
O=C(COC(=O)c1n[nH]c(=O)c2ccccc12)NCc1ccccc1	-1%
COc1ccc(CNCc2cccn2C)cc1	-12%
CC(C)Cn1c(N)c(C(=O)COC(=O)c2ccc(Br)cc2)c(=O)n(C)c1=O	u
COc1ccccc1-c1oc2ccccc2c1C#CCO	0%
O=C(CSCc1ccc(Br)cc1)NCCc1ccccc1	0%
CCOC(=O)c1[nH]c(C)c(C(=O)OCC(=O)NCc2ccc(OC)cc2)c1C	4%
O=C(NCCC(=O)N1CCN(c2ccccc2O)CC1)c1ccc(Cl)cc1	-1%
CN(C(=O)c1ccc(NC(=O)Cc2ccc(NC(=O)C3CCCN(C(=O)C4CCCCC4)C3)cc2)cc1)C1CC1 (centres undefined)	5%
COc1ccc(CN(C)C(=O)c2ccc(NC(=O)CC3SC(N4CCCC4)=NC3=O)cc2)c(OC)c1OC (centres undefined)	4%
COc1ccc(NS(=O)(=O)c2cc(NC(=O)c3ccccn3)ccc2OC)cc1Br	-5%
COc1ccc(-c2nc(N)nc(N)n2)c(O)c1	0%
CCOC(=O)[C@H]1[C@H]2COc3ccc(Br)cc3[C@@H]2N2C(=O)c3cc(F)c(F)cc3NC(=O)[C@@]12C	0%
CCOc1ccc(S(=O)(=O)n2c([N+](=O)[O-])cnc2C)c(C)c1C	6%
O=C1C=C(c2ccc(Br)c3ccccc23)C[C@@H](c2ccc3c(c2)OCO3)C1	-9%
O=C(COc1cccc(Cl)c1)NCC(c1cccs1)N1CCOCC1 (centres undefined)	-5%
